# Compound activity deposited in PubChem BioAssay by National Center for Advancing Translational Sciences (NCATS).
# HT1080 IDH1KD tx – HT-1080 IDH1 knockdown cell toxicity (counter line); HT-1080 IDH1 knockdown viability, ATP luminescence, 48 h; Potency, µM (highest dose often 46.1 µM), without a hit: at the highest dose activity, negative = toxicity, usual class: cytotoxic; 2% of 360,000 active; AID 686971;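 note: 0% = DMSO wells and -100% = cell-free medium wells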
#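 In this qHTS, HT-1080 cells depleted of IDH1 are exposed for 48 h at 37 °C to compound titrations. Toxicity is scored from CellTiter-Glo luminescence, with DMSO as full viability and medium alone as none.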
# SW480 rereplic – DNA re-replication induction in SW480 cells | AID 624297 | Potency, µM (highest dose often 46.1 µM), for inactives: at the top dose re-replication activation, usual class: activators | 1.8% of 340,000 active | SW480 DNA re-replication, Hoechst DNA content imaging, 48 h; note: % of control where 0% means no effect; nearly all actives have a fitted effect of over 55% in size
#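 Hoechst fluorescence of nuclei (405 nm excitation, 500-530 nm emission) measured by plate-scanning imager after 48 hr compound exposure at 37 C; re-replication scored as increased number of nuclei with elevated intensity.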
# MCF10A rerep – DNA re-replication induction in MCF 10a cells. MCF 10A DNA re-replication, Hoechst nuclear intensity, 48 h. Potency, µM (highest dose often 46.1 µM), without a hit: at the highest dose activity, positive = re-replication, actives largely listed as activators. AID 624296. 2.9% of 350,000 active; note: % of control where 0% means no effect; nearly all actives have a fitted effect of over 50% in size
# HT1080NT lethal – kills 2HG-producing HT-1080-NT fibrosarcoma cells | 1.6% of 360,000 active | Potency, µM (series often up to 46.1 µM), without a hit: at the highest dose activity, negative = less viability, most hits filed as cytotoxic | AID 686970 | HT-1080-NT fibrosarcoma viability, CellTiter-Glo ATP luminescence, 48 h;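 note: NT is the 2HG producing partner of a matched IDH1 knockdown line; 0% = DMSO-treated cells and -100% = media-only wells without cells; nearly all actives have a fitted effect of over 55% in size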
#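 750 cells/well, RPMI + 5% FBS; 2 h settle, compound pin-transfer, 48 h at 37 degrees C. CellTiter-Glo 10 min RT, luminescence. Normalized to DMSO and media-only wells.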
# * marks the source's active call; other numbers are inactive results; ? = inconclusive; . = not tested or not shown; & = joins results of further samples; [ ] = another dose, or the depositor's remark. Calls come from the whole dose curve; as a rule, active = well fitted curve in the direction sought with a large enough effect; inconclusive = small, poorly fitted or top-dose-only effect, or another doubt; inactive = no such curve, though single readings can be large; an effect the other way counts as inactive or inconclusive. Potency is the fitted concentration of half-maximal effect. Some of the compounds tested, so the mix of outcomes need not match the whole.
# Sample of the layout, three compounds:
# Results follow in this order: HT1080 IDH1KD tx, SW480 rereplic, MCF10A rerep, HT1080NT lethal
COC(=O)[C@@H](NC(=O)O[C@H]1C(=O)c2ccc(OC)cc2O[C@@H]1c1ccc2c(c1)OCO2)C(C)C
  ., 5%, 18%, .
Cc1cccc(NC(=O)CSc2nnc(NC(=O)c3ccc(S(=O)(=O)N4CCOCC4)cc3)s2)c1C
  ., -1%, -3%, .
C#C[C@]1(O)CC[C@H]2[C@H]3[C@H](CC[C@@]21C)C1=C(CC(=O)CC1)C[C@@H]3C
  ., -6%, 1%, .

# Results, from the start:
# Results follow in this order: HT1080 IDH1KD tx, SW480 rereplic, MCF10A rerep, HT1080NT lethal
COC(=O)[C@@H](NC(=O)O[C@H]1C(=O)c2ccc(OC)cc2O[C@@H]1c1ccc2c(c1)OCO2)C(C)C
  ., 5%, 18%, .
Cc1cccc(NC(=O)CSc2nnc(NC(=O)c3ccc(S(=O)(=O)N4CCOCC4)cc3)s2)c1C
  ., -1%, -3%, .
C#C[C@]1(O)CC[C@H]2[C@H]3[C@H](CC[C@@]21C)C1=C(CC(=O)CC1)C[C@@H]3C
  ., -6%, 1%, .
CC(=O)Oc1cccc(C(=O)O)c1OC(C)=O
  ., -3%, 0%, .
C=C(Nc1ccc(OCC)cc1)Nc1ccc(OCC)cc1
  ., -3%&-4%, 12%&0%, .
O=C1C(=O)c2ncccc2-c2cccnc21
  ., ?, ?, .
COc1ccc([C@@H]2CC(=O)c3c(O)cc(O[C@H]4O[C@@H](CO[C@H]5O[C@@H](C)[C@@H](O)[C@@H](O)[C@@H]5O)[C@@H](O)[C@@H](O)[C@@H]4O)cc3O2)cc1O
  ., -5%[20.6 µM], 3%[20.6 µM], .
O=C1CN(/N=C/c2ccc(-c3ccc([N+](=O)[O-])cc3)o2)C(=O)N1
  ., -14%, 2%, .
CCc1ccc(S(=O)(=O)O)cc1
  ., -4%, 16%, .
O=[N+]([O-])O[C@H]1CO[C@H]2[C@@H]1OC[C@H]2O
  ., 1%, -1%, .

# Additional results:
# Results follow in this order: HT1080 IDH1KD tx, SW480 rereplic, MCF10A rerep, HT1080NT lethal
Cn1c(=O)c(C(=O)COC(=O)c2cc(C(F)(F)F)nc3ccccc23)c(N)n(Cc2ccccc2)c1=O
  ., 15%, 4%, .
CCCCNC(=O)C(c1ccc(-c2ccccc2)cc1)N(CCN1CCOCC1)C(=O)CCCCCN1C(=O)NC(c2ccc([N+](=O)[O-])cc2)C(C(=O)OCc2ccccc2)=C1C (stereo not given)
  ., 23%, 9%, .
C=CC[C@@H]1C=C[C@H](O/N=C/c2ccc(C(=O)N3[C@H](c4ccc(C)cc4)[C@@H](C)CC[C@H]3C(=O)OC)cc2)[C@@H](CO)O1
  ., ?, ?, .
CC(=O)N[C@@H]1C(O[C@H]2O[C@H](C(=O)O)C(O)[C@H](O)[C@H]2O)[C@H](O)[C@@H](CO)O[C@H]1O[C@@H]1C(C(=O)O)O[C@@H](O[C@H]2[C@H](O)[C@@H](CO)OC(O)[C@@H]2NC(C)=O)[C@H](O)[C@H]1O (stereo not given in full)
  ., 2%, -1%, .
NC(=O)[C@@H]1CCCN1C(=O)[C@H](Cc1cnc[nH]1)NC(=O)[C@@H]1CCC(=O)N1
  ., -11%, 2%, .
CCN1C(=O)[C@H]2[C@H]3[C@H](O)[C@H](O)C/C(=N\OC[C@@H](C)[C@H](OCc4ccccc4)C(C)C)[C@@H]3CC[C@H]2C1=O
  ., 25%, ?, .
OC1OC[C@@H](O)[C@H](O)[C@@H]1O (stereo not given in full)
  ., 3%, 2%, .
CCOC(=O)Oc1c(OC)cc(C(=O)O[C@H]2C[C@H]3CN4CCc5c([nH]c6cc(OC)ccc56)[C@@H]4C[C@H]3[C@@H](C(=O)OC)[C@@H]2OC)cc1OC
  ., ?, 16%[20.6 µM], .
COC(=O)[C@@H](N)Cc1ccc(O)cc1
  ., -8%, 2%, .
NC(=O)N[C@H]1NC(=O)NC1=O
  ., -4%[20.6 µM], 3%[20.6 µM], .

# More records follow.
# Results follow in this order: HT1080 IDH1KD tx, SW480 rereplic, MCF10A rerep, HT1080NT lethal
CN1C(=O)C[C@@H](C(=O)N[C@@H](Cc2cnc[nH]2)C(=O)N2CCC[C@H]2C(N)=O)NC1=O
  ., -1%, 4%, .
C=CCN1C(=O)N/C(=C/c2ccc(N3CCOCC3)o2)C1=O
  ., 5.8µM*, 5.8µM*, .
CC/C=C\C/C=C\C/C=C\C/C=C\C/C=C\C/C=C\CCC(=O)O
  ., 7%, ?, .
C[C@@H](CNC1CCCCC1)OC(=O)c1ccccc1
  ., 1%[20.6 µM], 0%[20.6 µM], .
C=CC[N+]1([C@H]2C[C@H]3[C@@H]4CC[C@H]5C[C@H](O)[C@@H](N6CCOCC6)C[C@]5(C)[C@H]4CC[C@]3(C)[C@H]2OC(C)=O)CCCC1
  ., 1%, 3%, .
CCCCC(=O)N(Cc1ccc(-c2ccccc2-c2nn[nH]n2)cc1)C(C(=O)O)C(C)C (stereo not given)
  ., -5%, -1%, .
CC[N+](CC)(CC)CC[C@](O)(c1ccccc1)C1CCCCC1
  ., -1%[20.6 µM], -2%[20.6 µM], .
COc1ccccc1CNC(=O)c1cccc(-c2ccc(C)c3ccccc23)n1
  ., -8%, ?, .
CCCCC(CC)COS(=O)(=O)O (stereo not given)
  ., 1%, 0%, .
C[C@]12CC[C@H]3c4ccc(O)cc4CC[C@@H]3[C@H]1CC[C@@H]2OC(=O)CCC1CCCC1
  ., 8%, ?, .

# (further entries)
structure	HT1080 IDH1KD tx	SW480 rereplic	MCF10A rerep	HT1080NT lethal
C#C[C@@]1(O)CC[C@@H]2[C@@H]3CCC4=C(CCC(=O)C4)[C@H]3CC[C@]21C	.	0%[20.6 µM]	4%[20.6 µM]	.
COC(=O)C1=C(C#N)NC(C)=C(C(=O)OC(C)C)C1c1cccc([N+](=O)[O-])c1 (stereo not given)	.	5%	13%	.
CO[C@H]1OC2O[C@@]3(C)CC[C@H]4[C@H](C)CC[C@@H]([C@H]1C)[C@@]24OO3 (stereo not given in full)	.	?	6%	.
CN1CCN([C@@H](c2ccccc2)c2ccc(Cl)cc2)CC1	.	-5%[20.6 µM]	15%[20.6 µM]	.
C[C@@H](C(=O)Nc1ccc2ccccc2c1)[C@H]1C[C@]1(C)[C@H](NP(=O)(c1ccccc1)c1ccccc1)c1ccccc1	.	23µM*	21%	.
CC(C)(C)C(=O)OCC(=O)C1CCC2C3CCC4=CC(=O)CCC4(C)C3CCC12C (stereo not given)	.	-3%	-2%	.
O=C(NS(=O)(=O)c1ccccc1Cl)c1ccc[nH]1	.	?	?	.
C[n+]1ccccc1/C=N\O	.	-3%[20.6 µM]	-2%[20.6 µM]	.

# Other entries
structure	HT1080 IDH1KD tx	SW480 rereplic	MCF10A rerep	HT1080NT lethal
CCCCCCCCCCCCCCCC(=O)OC[C@H](COP(=O)([O-])OCC[N+](C)(C)C)OC(=O)CCCCCCCCCCCCCCC	.	-11%	1%	.
Cc1ccccc1S(=O)(=O)N1CCN(c2nc(-c3cccs3)nc3ccccc23)CC1	23%	.	.	17%
CC(OC(=O)c1ccccc1OCC(=O)Nc1ccc(Br)cc1)C(=O)NC1CCCC1 (stereo not given)	11%	.	.	6%
COC(=O)c1nc(N2CCN(S(=O)(=O)c3ccc(C)cc3)CC2)c2ccccc2n1	11%	.	.	3%
COc1ccc2c(c1)c1nnc(SCCN3CCOCC3)nc1n2C	-9%	.	.	-5%
Cc1ccc(-c2nc3ccccn3c2Nc2ccc(F)cc2)o1	-10%	.	.	2%
CN1CCN(C(=O)c2ccc3c(=O)n(Cc4ccc5c(c4)OCO5)c(=S)[nH]c3c2)CC1	2%	.	.	-12%
COc1ccc(CNCc2ccccc2)cc1COc1ccc(NC(C)=O)cc1	2%	.	.	-3%

# Laid out differently: results already given.
CC(OC(=O)c1ccccc1OCC(=O)Nc1ccc(Br)cc1)C(=O)NC1CCCC1 (stereo not given)
  HT1080 IDH1KD tx: 11% | SW480 rereplic: . | MCF10A rerep: . | HT1080NT lethal: 6%
COC(=O)c1nc(N2CCN(S(=O)(=O)c3ccc(C)cc3)CC2)c2ccccc2n1
  HT1080 IDH1KD tx: 11% | SW480 rereplic: . | MCF10A rerep: . | HT1080NT lethal: 3%
COc1ccc2c(c1)c1nnc(SCCN3CCOCC3)nc1n2C
  HT1080 IDH1KD tx: -9% | SW480 rereplic: . | MCF10A rerep: . | HT1080NT lethal: -5%
Cc1ccc(-c2nc3ccccn3c2Nc2ccc(F)cc2)o1
  HT1080 IDH1KD tx: -10% | SW480 rereplic: . | MCF10A rerep: . | HT1080NT lethal: 2%

# (listing goes on)
structure	HT1080 IDH1KD tx	SW480 rereplic	MCF10A rerep	HT1080NT lethal
CCCN1CNc2c(c(=O)[nH]c(=S)n2CCc2ccc(Cl)cc2)C1	0%	.	.	-7%
CCCN1CNc2c(c(=O)[nH]c(=S)n2CCc2c(Cl)cccc2Cl)C1	-10%	.	.	-4%
COc1cc2nc(N3CCOCC3)nc(NC(C)C)c2cc1OC	15%	.	.	-2%
O=C(c1ccc2c(=O)n(Cc3ccco3)c(=S)[nH]c2c1)N1CCCC1	10%	.	.	17%
CC(C)(C(=O)NO)c1ccccc1	-20%	.	.	-14%
Cc1cccc(NC(=O)COc2ccccc2C(=O)Nc2ccccc2)c1	-19%	.	.	-15%
c1coc(CNc2nc[n+]3c4c2ncn4CC3)c1	20%	.	.	20%
CCCN1CNc2c(c(=O)[nH]c(=S)n2CCc2cccs2)C1	24%	.	.	19%

# Further results follow:
structure	HT1080 IDH1KD tx	SW480 rereplic	MCF10A rerep	HT1080NT lethal
CCN1C(=O)[C@H]2[C@H]3[C@H](O)[C@H](O)CC(=O)[C@@H]3CC[C@H]2C1=O	-1%	.	.	16%
CCCN1CNc2c(c(=O)[nH]c(=S)n2CCc2cccc(OC)c2)C1	4%	.	.	11%
O=C(OC[C@H]1O[C@@H](OC(=O)c2cc(O)c(O)c(OC(=O)c3cc(O)c(O)c(O)c3)c2)[C@H](OC(=O)c2cc(O)c(O)c(OC(=O)c3cc(O)c(O)c(O)c3)c2)[C@@H](OC(=O)c2cc(O)c(O)c(OC(=O)c3cc(O)c(O)c(O)c3)c2)[C@@H]1OC(=O)c1cc(O)c(O)c(OC(=O)c2cc(O)c(O)c(O)c2)c1)c1cc(O)c(O)c(OC(=O)c2cc(O)c(O)c(O)c2)c1	?	.	.	11µM*
Cn1nnc2c(N3CCN(Cc4ccccc4)CC3)ncnc21	14%	.	.	2%
CCCN1CNc2c(c(=O)[nH]c(=S)n2CCc2ccc(Cl)cc2Cl)C1	-7%	.	.	-4%
N#Cc1ccc(S(=O)(=O)N2CCN(c3nc(-c4ccccc4)nc4ccccc34)CC2)cc1	25%	.	.	22%
Cc1nc(C#N)nc(Oc2ccccc2)c1Cl	20%	.	.	16%
CCCN1CNc2c(c(=O)[nH]c(=S)n2CCc2ccc(Cl)c(Cl)c2)C1	14%	.	.	2%

# The list continues:
structure	HT1080 IDH1KD tx	SW480 rereplic	MCF10A rerep	HT1080NT lethal
O=S(=O)(c1ccc(Cl)cc1)N1CCN(c2nc(Nc3cc(Cl)ccc3O)nc3ccccc23)CC1	19%[32.3 µM]	.	.	11%[32.3 µM]
Cc1ccc2nc(-c3ccc(C)o3)c(Nc3ccc(F)cc3)n2c1	19%	.	.	19%
COc1cc2nc(N3CCOCC3)nc(NC3CCN(C)CC3)c2cc1OC	-16%	.	.	2%
Cc1cccc(NC(=O)COC(=O)c2ccccc2OCc2cccc(Br)c2)c1	10%	.	.	-3%
Cc1ccc(S(=O)(=O)N2CCN(c3nc(-c4cncn4C)nc4ccccc34)CC2)cc1	?	.	.	?
CCSC(N)=Nc1ccc(C(F)(F)F)cc1	18%	.	.	22%
Cc1ccc(S(=O)(=O)N2CCN(c3nc(-n4ccnn4)nc4ccccc34)CC2)cc1	12%	.	.	20%
COc1ccc(CN(Cc2ccccc2)C(=O)c2ccc(NC(C)=O)cc2)cc1COc1ccc(NC(C)=O)cc1	-26%	.	.	-22%
COc1ccc(CN(Cc2ccccc2)C(=O)c2ccco2)cc1COc1ccc(NC(C)=O)cc1	-26%	.	.	-24%
CCN(CC)S(=O)(=O)c1ccc(NC(=O)[C@H](CSCc2ccccc2)N2Cc3ccccc3C2=O)cc1	-6%	.	.	5%
